# GAA inhib: blocks human lysosomal alpha-glucosidase. P10253. purified human GAA, 4-MU-alpha-glucoside fluorescence. Potency, µM (series often up to 76.9 µM), without a hit: at the top dose activity change, negative = inhibition, usual class: inhibitors. 200,000 tested, 0.005% active. AID 1466;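 further: plate controls were uninhibited enzyme wells for no effect and no-enzyme background for full effect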
#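 Compounds are titrated up to 77 uM against 4 nM human enzyme. Substrate 4-methylumbelliferyl-alpha-D-pyranoside (400 uM) reacts 20 min at room temperature in pH 5.0 buffer; liberated 4-methylumbelliferone is read at 440 nm.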
# L3MBTL1 block: L3MBTL1 (human) inhibition | 230,000 tested, 0.66% active | AlphaScreen L3MBTL1–H3K9me1 peptide binding | Potency, µM (highest dose often 57.1 µM), without a hit: at the highest dose activity, negative = inhibition, most hits filed as inhibitors | Q9Y468; further: nearly all actives have a fitted effect of over 60% in size
#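 First, the protein-peptide complex forms for 30 min at room temperature (L3MBTL1 50 nM, biotinylated H3K9me1 peptide 75 nM). Next, compounds are pin-transferred and incubated 30 min. Finally, AlphaScreen beads are added and read after 30 min.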
# GAA glycogen: alters human alpha-glucosidase cleavage of glycogen; P10253; recombinant GAA, glycogen substrate, Amplex Red glucose oxidase fluorescence; Potency, µM (highest dose often 76.4 µM), inactives show at the highest dose activity change, negative = inhibition, most hits filed as inhibitors; 300,000 tested, 0.38% active;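 further: 0% = full enzyme reaction and -100% = no-enzyme basal signal; the screen sought inhibitors and activators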
#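 Recombinant enzyme (4 nM final) with compounds titrated up to 77 uM and bovine liver glycogen (30 ug) in citrate pH 5.0, 0.01% Tween-20, 37 C 40 min. Released glucose detected by Amplex Red/glucose oxidase (Ex 573/Em 610); AC50 from Hill fits.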
# aGlu spleen mod: inhibitors or activators of human alpha-glucosidase in spleen homogenate | Potency, µM (top dose mostly 79.9 µM), inactives show top-dose activity change, negative = inhibition, hits mostly inhibitors | human spleen homogenate, 4-MU-alpha-glucoside fluorescence | P10253 | 240,000 tested, 0.006% active;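 further: 0% = enzyme with vehicle and -100% = no enzyme basal signal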
#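 Enzyme source: human spleen homogenate, 1 ug/well. Buffer 50 mM citric acid/K phosphate pH 5.0, 0.01% Tween-20. 4-MU-alpha-glucoside 1 mM; 37 C x 40 min; NaOH/glycine stop; fluorescence.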
# TR SRC2 fluor cs: Texas Red fluorescence interference in TRb-SRC2 counter-screen; TRb/SRC2 Texas Red total fluorescence interference; Potency, µM (titrated, usually from 106 µM), for the others: at the top dose fluorescence change, negative = quenching; 280,000 tested, 0.29% active; AID 1479; active means well fitted curve in either direction with a large enough effect; inconclusive means small, poorly fitted or top-dose-only effect
#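 Human TRb ligand-binding domain at 0.6 uM with 20 nM Texas Red SRC2 peptide in Tris buffer containing 1 uM T3 and 5% DMSO, incubated with compound 5 h at ambient temperature. Total fluorescence (555/632 nm) calculated as parallel + 2 × perpendicular.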
# RECQ1 helicase: inhibitors of human RECQ1 DNA helicase. P46063. RECQ1 DNA unwinding, red fluorescence kinetic read. Potency, µM (titrated, usually from 57.3 µM), for the others: top-dose activity, negative = inhibition, hits mostly inhibitors. 240,000 tested, 0.54% active. AID 2549;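 further: plate controls were vehicle for no effect and no enzyme for full effect; nearly all actives have a fitted effect of over 30% in size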
# Target sequence (P46063 whole entry, looked up): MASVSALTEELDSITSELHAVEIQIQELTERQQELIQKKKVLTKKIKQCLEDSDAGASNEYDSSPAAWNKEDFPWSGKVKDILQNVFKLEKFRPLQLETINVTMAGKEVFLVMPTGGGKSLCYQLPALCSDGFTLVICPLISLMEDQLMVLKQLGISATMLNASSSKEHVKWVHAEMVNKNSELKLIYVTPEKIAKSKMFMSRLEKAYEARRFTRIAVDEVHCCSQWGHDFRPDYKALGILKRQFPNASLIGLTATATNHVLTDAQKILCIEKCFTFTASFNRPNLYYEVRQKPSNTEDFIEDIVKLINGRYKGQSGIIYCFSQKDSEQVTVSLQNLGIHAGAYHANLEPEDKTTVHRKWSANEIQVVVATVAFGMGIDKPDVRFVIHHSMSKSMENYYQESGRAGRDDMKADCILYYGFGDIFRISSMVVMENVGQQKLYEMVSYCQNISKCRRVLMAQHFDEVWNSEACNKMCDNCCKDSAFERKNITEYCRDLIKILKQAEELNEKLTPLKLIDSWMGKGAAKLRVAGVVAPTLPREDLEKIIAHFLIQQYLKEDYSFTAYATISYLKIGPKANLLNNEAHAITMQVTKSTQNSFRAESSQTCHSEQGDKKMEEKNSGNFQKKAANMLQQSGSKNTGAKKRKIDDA
#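 RECQ1T1 50 nM; forked duplex (20 bp + 30-nt ss tails) 200 nM, ATP 2 mM final; pH 8.0, 2 mM MgCl2, 2.5 ug/ml poly(dI-dC); 15 min compound preincubation; discontinuous kinetic read over 2 h at RT.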
# TRb SRC2 PPI: TRbeta-SRC2 interaction inhibition; 280,000 tested, 0.065% active; P10828; TRbeta-SRC2 peptide binding, fluorescence polarization; receptor liganded with 1 µM T3; Potency, µM (series often up to 106 µM), inactives show at the top dose activity change, negative = inhibition, actives largely listed as inhibitors;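 further: plate controls were bound peptide for no effect and peptide without receptor for full effect; nearly all actives have a fitted effect of over 50% in size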
# Target sequence (P10828 whole entry, looked up): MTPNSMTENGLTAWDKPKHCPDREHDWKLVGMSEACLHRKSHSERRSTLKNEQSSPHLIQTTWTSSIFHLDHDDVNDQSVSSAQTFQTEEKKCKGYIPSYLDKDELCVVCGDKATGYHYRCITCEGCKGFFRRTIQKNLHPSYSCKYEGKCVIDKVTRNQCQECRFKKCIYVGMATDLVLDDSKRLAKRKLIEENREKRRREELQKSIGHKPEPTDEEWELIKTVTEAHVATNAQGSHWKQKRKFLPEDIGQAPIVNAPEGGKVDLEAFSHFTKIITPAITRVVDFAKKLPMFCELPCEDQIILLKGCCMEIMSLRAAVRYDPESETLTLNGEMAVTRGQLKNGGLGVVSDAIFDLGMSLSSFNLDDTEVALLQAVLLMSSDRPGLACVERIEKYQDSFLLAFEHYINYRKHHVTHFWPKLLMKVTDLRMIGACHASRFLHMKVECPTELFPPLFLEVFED
#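 Each compound concentration gave % activity, normalized to unbound and bound Texas Red SRC2 controls, from polarization read after 5 hr ambient incubation with T3-loaded human TRb LBD.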
# RGS12 GoLoco inh: inhibitors of human Gai1-RGS12 GoLoco interaction (red fluorophore) | Gai1:RGS12 GoLoco peptide FP, rhodamine, 10 min | AID 880 | Potency, µM (series often up to 61.6 µM), inactives show at the top dose activity, negative = inhibition, most hits filed as inhibitors | P63096 | 230,000 tested, 0.44% active; active means well fitted inhibition curve with a large enough effect, not every such curve was filed as active; inactive means no such curve, though single readings can be large or run the other way; further: nearly all actives have a fitted effect of over 30% in size; many of its hits are not listed in these tables
# The depositor's hits bear a star; i = inactive; ? = inconclusive; · = no result given; & = joins results of further samples; [ ] = remark or other dose. Unless noted, the call rests on the fitted dose curve; in most records, active means well fitted curve in the direction sought with a large enough effect; inconclusive means small, poorly fitted or top-dose-only effect, or another doubt; inactive means no such curve, though single readings can be large; an effect the other way counts as inactive or inconclusive. Unless noted, on the % scale 0 is the no-effect control and ±100 the full control effect; potency means the concentration at half of the fitted maximal effect.
[1] O=C(CN1CCCC1)Nc1ccc(Cl)cc1C(=O)c1ccccc1
[2] Cc1cccc(CN2CCCC(C(=O)c3ccc(C(F)(F)F)cc3)C2)n1 (configuration not stated)
[3] COc1cccc(N2CCN(Cc3cccc(Cl)c3)CC2)c1
[4] O=C(c1ccccc1)C1CCCN(Cc2nc(-c3cnccn3)no2)C1 (configuration not stated)
[5] Cn1cnc([N+](=O)[O-])c1Sc1ccc([N+](=O)[O-])cc1
[6] CC1=CC(=Cc2sc3ccccc3[n+]2C)C=C(C)O1
[7] C=CCOC(=O)COc1cc(C)cc2oc(=O)c3c(c12)CCC3
[8] Cc1ccc(-n2c(O)c(/C=C/C=Nc3ccccc3)c(=O)[nH]c2=O)cc1

Screen / compound no. | 1 | 2 | 3 | 4 | 5 | 6 | 7 | 8
GAA inhib | 3% | -10% | -6% | 12% | 0% | ? | 1% | -7%
L3MBTL1 block | 15% | -13% | -10% | 5% | -2% | · | 3% | -4%
GAA glycogen | 12% | 10% | 0% | 5% | -3% | 0% | 4% | 0%
aGlu spleen mod | -1% | 1% | 3% | -1% | -2% | -9% | 0% | -2%
TR SRC2 fluor cs | -4% | 0% | -1% | 2% | -1% | -1% | -6% | -1%
RECQ1 helicase | -6% | 18% | -1% | i | i | -3% | i | -4%
TRb SRC2 PPI | -6% | 3% | 6% | 5% | 3% | -1% | 0% | -3%
RGS12 GoLoco inh | -20% | 27% | -1% | 11% | -14% | 36%[activator] | 4% | 129%[activator]

[9] O=c1[nH]c(=S)n(C2CC2)c(O)c1/C=N/N1CCOCC1
[10] COC(=O)[C@@]1(Cc2ccc(F)cc2)[C@H]2c3cc(C(=O)N(C)C)[nH]c3C[C@H]2CN1C(=O)c1ccccc1
[11] O=Cc1c(C(=O)O)n(Cc2ccc(Cl)cc2)c2ccccc12
[12] COc1ccc(N2C(=O)CC(N3CCC(n4c(=O)[nH]c5ccccc54)CC3)C2=O)cc1 (configuration not stated)
[13] CC(=O)c1c(C)n(C2CCCCC2)c2ccc(O)cc12
[14] C#CC(CC)(CC)NC(=O)Nc1ccc(OCC)cc1
[15] COC(=O)[C@@]1(OC)C[C@@H]2O[C@@]1(C)n1c3ccccc3c3c4c(c5c6ccccc6n2c5c31)C(=O)N(C)C4
[16] O=C(c1cccc(N2CCCC2=O)c1)N1CCC2(CC1)OCCO2

Screen / compound no. | 9 | 10 | 11 | 12 | 13 | 14 | 15 | 16
GAA inhib | 0% | -5%[15.4 µM] | -1% | 0% | 8% | 0% | · | -3%
L3MBTL1 block | 1% | -12% | 21% | · | -6% | 1% | · | ·
GAA glycogen | 0% | 3% | -2% | -5% | ? | 7% | · | 2%
aGlu spleen mod | -10% | 0%&9% | 1% | -5% | 5% | 4% | 5%[17.4 µM] | -22%
TR SRC2 fluor cs | 0% | -6%&3% | 8% | -4% | -4% | -5% | -6%[11.2 µM] | 1%
RECQ1 helicase | 6% | 9% | -1% | -3% | -17% | i | -4%[11.5 µM] | i
TRb SRC2 PPI | -1% | -7%&-9% | 5% | -3% | 0% | -6% | -1%[11.2 µM] | -23%
RGS12 GoLoco inh | 7% | 50%&-33%[activator] | 158%[activator] | 1% | 12% | 2% | -13%[14.2 µM] | 7%

[17] O=C1CN=C(c2ccccc2)c2cc([N+](=O)[O-])ccc2N1
[18] COC1=CCC2([N+](=O)[O-])CN(C)CC1([N+](=O)[O-])C2 (configuration not stated)
[19] c1ccc2c(CN3CCCCC3)c[nH]c2c1
[20] Cc1ccccc1-c1nc(CS(=O)CC(=O)N2CCC3(CC2)OCCO3)c(C)o1 (configuration not stated)
[21] COc1ccc(N=C(C)c2c(O)n(C)c(=O)n(C)c2=O)c(OC)c1
[22] CN=C=O
[23] Cc1cc(C(=O)N2CCC3(CC2)OCCO3)cs1
[24] COCCCn1c(N)c(C(=O)Nc2ccccc2)c2nc3ccccc3nc21

Screen / compound no. | 17 | 18 | 19 | 20 | 21 | 22 | 23 | 24
GAA inhib | · | 12% | -7%[15.4 µM] | -5% | -15% | · | 4% | ·
L3MBTL1 block | 2% | 22% | -11% | -19% | -1% | · | 0% | 41%[activator]
GAA glycogen | · | -2% | -3% | -10% | -5% | · | -7% | 1%
aGlu spleen mod | -8% | -5% | -8% | 5% | -4% | -1% | -4% | -2%
TR SRC2 fluor cs | -1% | 0% | 1% | -2% | 2% | -2% | -3% | -3%
RECQ1 helicase | -4% | -4% | 4% | 3% | -1% | 0% | i | -14%
TRb SRC2 PPI | 10% | -20% | 8% | -3% | -5% | 7% | -5% | 5%
RGS12 GoLoco inh | -1% | 8% | -11% | -29% | -5% | 1% | -4% | 12%

[25] ON1C2CCCCC2N(O)C1c1ccccc1F (configuration not stated)
[26] CN1CCN(c2nc(N(C)C)oc(=O)c2C#N)CC1
[27] CCN1CCC2(CC1)NC(=O)c1ccccc1O2
[28] O=C(C(=O)N1CCOCC1)c1cn(Cc2c(F)cccc2Cl)c2ccccc12
[29] CC(=NCCN1CCCCC1)c1c(O)n(-c2ccc(Cl)cc2)c(=O)[nH]c1=O
[30] CCN(CC)CCN=C(C)c1c(O)n(-c2ccccc2OC)c(=O)[nH]c1=O
[31] CCOC(=O)C1=C(C)c2ccccc2OC1(C(=O)OCC)c1ccccc1 (configuration not stated)
[32] c1ccc(C2=NP(N3CCOCC3)(N3CCOCC3)=NC(N3CCOCC3)=N2)cc1

Screen / compound no. | 25 | 26 | 27 | 28 | 29 | 30 | 31 | 32
GAA inhib | 1% | 5% | -1% | 4% | 8% | -1% | · | -3%
L3MBTL1 block | 8% | 5% | · | · | 6% | 7% | 0% | 11%
GAA glycogen | 8.8µM* | 4% | -18% | 0% | -1% | 2% | · | -1%
aGlu spleen mod | -4% | -10% | -11% | 2% | -6% | 0% | -6%[119 µM] | 4%
TR SRC2 fluor cs | -2% | -3% | -4% | -1% | 0% | 1% | -2% | 2%
RECQ1 helicase | 2% | -12% | i | i | -1% | -4% | -6%[81.1 µM] | -1%
TRb SRC2 PPI | -1% | -4% | -8% | 3% | 3% | -2% | -7% | 2%
RGS12 GoLoco inh | · | 0% | 3% | -2% | 8% | 9% | -44%[88.7 µM] | -2%

[33] CC1=C(C(=O)O)N2C(=O)C(NC(=O)Cc3ccccc3)C2SC1 (configuration not stated)
[34] CC1N(P(=O)(c2ccccc2)c2ccccc2)CC(O)(c2ccccc2)CC12CC2 (configuration not stated)
[35] Cc1cccn2c(=O)c3c(nc12)N1CCC(Cc2ccccc2)CC1C1(C3)C(=O)N(C)C(=O)N(C)C1=O (configuration not stated)
[36] CCCN(CCC)CCc1c[nH]c2ccc(C(N)=O)cc12
[37] C[C@@H]1O[C@H](C[N+](C)(C)C)C[C@@H]1O
[38] CC(=O)NNC(=O)CN1C(=O)CN=C(c2ccccc2)c2cc(Br)ccc21
[39] Cc1ccc(S(=O)(=O)Nc2cc(C(=O)N3CCC4(CC3)OCCO4)ccc2N2CCCCC2)cc1
[40] Cc1ccc(C)c(OCC(=O)N2CCN(Cc3ccc4c(c3)OCO4)CC2)c1

Screen / compound no. | 33 | 34 | 35 | 36 | 37 | 38 | 39 | 40
GAA inhib | · | · | -11% | · | · | -6% | -9% | 7%
L3MBTL1 block | · | · | · | · | · | · | -6% | 11%
GAA glycogen | -14% | · | -6% | · | · | -9% | ? | -8%
aGlu spleen mod | 1% | -9% | -7% | 8%&-7% | -16% | 9% | -3% | 3%
TR SRC2 fluor cs | 0% | -6% | 1% | ? | -2% | 2% | 2% | -3%
RECQ1 helicase | -5% | -5% | 7% | -7% | 13% | -13% | -6% | i
TRb SRC2 PPI | -8% | -3% | 9% | -11%&10% | 0% | 0% | -5% | 3%
RGS12 GoLoco inh | 1% | -3% | 292%[activator] | 9%&2% | 24% | 3% | -17% | 15%

# Single records, as listed above. Order of screens: GAA inhib, L3MBTL1 block, GAA glycogen, aGlu spleen mod, TR SRC2 fluor cs, RECQ1 helicase, TRb SRC2 PPI, RGS12 GoLoco inh
# Cc1cccn2c(=O)c3c(nc12)N1CCC(Cc2ccccc2)CC1C1(C3)C(=O)N(C)C(=O)N(C)C1=O (configuration not stated) across the screens: -11%, ·, -6%, -7%, 1%, 7%, 9%, 292%[activator]
# CC1N(P(=O)(c2ccccc2)c2ccccc2)CC(O)(c2ccccc2)CC12CC2 (configuration not stated) across the screens: ·, ·, ·, -9%, -6%, -5%, -3%, -3%
# Cc1ccc(S(=O)(=O)Nc2cc(C(=O)N3CCC4(CC3)OCCO4)ccc2N2CCCCC2)cc1 across the screens: -9%, -6%, ?, -3%, 2%, -6%, -5%, -17%
# C[C@@H]1O[C@H](C[N+](C)(C)C)C[C@@H]1O across the screens: ·, ·, ·, -16%, -2%, 13%, 0%, 24%
# CC1=C(C(=O)O)N2C(=O)C(NC(=O)Cc3ccccc3)C2SC1 (configuration not stated) across the screens: ·, ·, -14%, 1%, 0%, -5%, -8%, 1%

# Later entries.
[41] C=CCN1C(=O)/C(=C/c2cccs2)C(=O)NC1=S
[42] CCCCCCCCCCCCCl
[43] COc1ccc(CCn2c(O)c(C=NCc3ccc4c(c3)OCO4)c(=O)[nH]c2=O)cc1OC
[44] CCc1cccc(C)c1NC(=S)N1CC2CC(C1)c1cccc(=O)n1C2 (configuration not stated)

Screen / compound no. | 41 | 42 | 43 | 44
GAA inhib | 5% | · | 9% | -5%
L3MBTL1 block | ? | · | 3% | 8%
GAA glycogen | -11% | · | -6% | 8%
aGlu spleen mod | -2% | 0% | 5% | -2%
TR SRC2 fluor cs | -7% | -3% | 3% | -2%
RECQ1 helicase | -15% | -3% | i | -4%
TRb SRC2 PPI | 7% | 12% | -8% | 3%
RGS12 GoLoco inh | 227%[activator] | 3% | -2% | 5%

# A different layout for part of the listing above:
cpd	structure	GAA inhib	L3MBTL1 block	GAA glycogen	aGlu spleen mod	TR SRC2 fluor cs	RECQ1 helicase	TRb SRC2 PPI	RGS12 GoLoco inh
42	CCCCCCCCCCCCCl	·	·	·	0%	-3%	-3%	12%	3%
43	COc1ccc(CCn2c(O)c(C=NCc3ccc4c(c3)OCO4)c(=O)[nH]c2=O)cc1OC	9%	3%	-6%	5%	3%	i	-8%	-2%
44	CCc1cccc(C)c1NC(=S)N1CC2CC(C1)c1cccc(=O)n1C2 (configuration not stated)	-5%	8%	8%	-2%	-2%	-4%	3%	5%

# A portion of the library (hit frequency here may not be typical).
